D2 antag: antagonists of human D2 dopamine receptor; AID 485344; inhibition, % at 10 µM; actives 2% (n = 340,000); HEK293 TREx D2 cells, calcium flux, dopamine EC80; in the data active = inhibition above about 30%; also: 0% is about no effect
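Inhibition of EC80 dopamine-driven calcium flux, recorded kinetically, defines activity here; cells are a tetracycline-induced HEK293 T-REx line expressing force-coupled D2.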
Vif-APOBEC3G blk: Vif-A3G binding inhibition. HeLa A3G-eYFP + Vif (tagged APOBEC3G with the HIV-1 protein that degrades it), YFP fluorescence, overnight. Potency, µM (doses to about 46.1 µM), without a hit: top-dose activity, negative = active, usual class: inhibitors. actives 0.076% (n = 410,000);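 also: potency is read from the fitted curve at half-maximal effect; % is scaled to controls: 0 for no effect and ±100 for the full control effect; nearly all actives have a fitted effect of over 60% in size; hits raise eYFP signal because A3G escapes Vif-driven loss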
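Read-out is eYFP fluorescence (Ex 488/Em 500-530) from Vif-expressing HeLa A3G-eYFP cells; more signal means A3G escaped Vif-mediated degradation. Cells plated overnight, compound pinned in, incubated overnight at 37 deg C.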
ERG-DNA inh: inhibitors of human ERG Ets domain-DNA interaction | actives 0.028% (n = 370,000) | Potency, µM (doses to about 76.9 µM), inactives show at the highest dose FP activity, negative = inhibition, usual class: inhibitors | AID 624246 | P11308 | fluorescence polarization, His-ERG Ets domain / labelled DNA; active = well fitted inhibition curve with a large enough effect in the polarisation, with a control signal flat; inconclusive = small, poorly fitted or top-dose-only effect, or effect the other way, or a change in a side signal; inactive = no such curve, though single readings can be large or run the other way; the % refers to the polarisation;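 also: polarization taken with two DNA probes labelled with fluorescein and Texas red; potency is read from the fitted curve at half-maximal effect; % of control where 0% means no effect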
Target sequence (P11308 whole entry, looked up, the tested form may be a part): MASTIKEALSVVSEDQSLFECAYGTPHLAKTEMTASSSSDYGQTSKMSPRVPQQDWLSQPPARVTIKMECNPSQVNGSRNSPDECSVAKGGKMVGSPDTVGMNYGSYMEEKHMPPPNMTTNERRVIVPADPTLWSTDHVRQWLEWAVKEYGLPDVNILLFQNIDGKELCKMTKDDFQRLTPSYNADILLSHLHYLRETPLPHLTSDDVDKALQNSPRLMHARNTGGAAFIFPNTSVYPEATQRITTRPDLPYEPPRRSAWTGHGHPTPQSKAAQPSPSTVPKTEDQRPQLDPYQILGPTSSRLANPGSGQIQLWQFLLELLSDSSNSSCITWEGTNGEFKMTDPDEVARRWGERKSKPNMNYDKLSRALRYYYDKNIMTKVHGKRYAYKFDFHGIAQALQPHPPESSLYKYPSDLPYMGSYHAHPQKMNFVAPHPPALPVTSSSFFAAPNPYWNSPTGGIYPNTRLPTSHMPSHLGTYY
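His-tagged ERG Ets domain (1 uM in the protein solution; 300mM KCl, 50mM Tris-HCl, 1mM EDTA, 1mM DTT, pH 7.5) received compound, then a probe mix of 5 nM fluorescein-DNA and 100nM Texas-615-DNA. Fluorescence polarization was read for both dyes.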
RGS4 inhibitor: human RGS4 inhibition | P49798 | Transcreener GDP fluorescence polarization, RGS4-accelerated GTP hydrolysis | Potency, µM (series often up to 114 µM), inactives show top-dose activity change, negative = inhibition, hits mostly inhibitors | actives 0.039% (n = 390,000) | AID 504845; also: potency is read from the fitted curve at half-maximal effect; % is scaled to controls: 0 for no effect and ±100 for the full control effect; nearly all actives have a fitted effect of over 75% in size; some results filed as inactive show a strong effect at the top dose
Target sequence (P49798 whole entry, looked up): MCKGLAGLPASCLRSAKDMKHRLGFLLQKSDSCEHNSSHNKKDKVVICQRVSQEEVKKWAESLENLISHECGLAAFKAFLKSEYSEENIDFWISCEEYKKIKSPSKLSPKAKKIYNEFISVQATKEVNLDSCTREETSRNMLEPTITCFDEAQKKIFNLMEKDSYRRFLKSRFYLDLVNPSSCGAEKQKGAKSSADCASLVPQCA
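MLSMR compounds (23 nl, pin-transferred) preincubated 10 min at room temperature with a 500nM (2x) first reagent, then RGS4 at 900nM (2x) plus Transcreener GDP mix added; fluorescence polarization (620/688 nm) read before and after 90 min at 30 °C.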
LDHA block: inhibitors of human lactate dehydrogenase A | purified LDHA, NADH/diaphorase-resazurin fluorescence; active compounds read low | AID 1347041 | activity change, % (values are at about 110 or 230 µM) | P00338 | actives 0.15% (n = 480,000); in the data active = activity change below about -30%; inconclusive = mostly about -25% to -30%;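 also: plate controls were DMSO wells for no effect and wells without enzyme for full effect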
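Human LDH5 at 2 nM final in Tris HCl pH 7.4 with 0.06 mM NADH and 0.2 mM pyruvate, reacted 5 minutes at room temperature. Remaining NADH coupled via diaphorase/resazurin; resorufin fluorescence read at 0 and 20 minutes, normalized to enzyme-free and DMSO wells.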
Glioma ERSR ind: ER stress response induction in glioma; actives 0.02% (n = 420,000); AID 602332; Potency, µM, without a hit: at the top dose activation, actives largely listed as activators; U87-MG GRP78 promoter luciferase reporter, 16 h; also: potency is read from the fitted curve at half-maximal effect; series mostly up to about 76 µM; % of control where 0% means no effect; nearly all actives have a fitted effect of over 35% in size
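ERSR induction read as luciferase luminescence (Bright-Glo, 10 min at room temperature) in stably transfected human U87-MG glioma cells exposed to compounds for 16 h, using GRP78 as sensor.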
D2 agonist: activates the human D2 dopamine receptor; P14416; HEK293 T-REx D2 cells, calcium flux agonist mode; activation, % at 2 µM; actives 0.53% (n = 340,000);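 active = activation over 3 SD above normal in the single-dose calcium agonist read, cut at about 30% in these data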; also: 0% is about no effect
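Tetracycline-induced HEK293 T-REx cells with force-coupled D2 receptor, plated overnight at 30 C, loaded with no-wash calcium dye. After a 10 s baseline, compound was pin-added and calcium flux read kinetically for 180 s; calcium rises flagged agonists.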
Vif-A3F inh: Vif-A3F binding inhibition | AID 602313 | Potency, µM (titrated, usually from 46.1 µM), inactives show top-dose activity, negative = active | HeLa A3F-eYFP + Vif (tagged APOBEC3F with the HIV-1 protein that degrades it), YFP fluorescence increase | actives 0.2% (n = 390,000); also: potency is read from the fitted curve at half-maximal effect; % of control where 0% means no effect; nearly all actives have a fitted effect of over 65% in size
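Fluorescence increase (Ex 488/Em 500-530) after overnight compound treatment at 37 deg C flags inhibition of Vif-driven A3F-eYFP loss in stable HeLa A3F-eYFP/Vif cells seeded overnight beforehand.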
ALOX12 inh: blocks human arachidonate 12S-lipoxygenase. P18054. purified 12hLO, xylenol orange hydroperoxide absorbance. Potency, µM (series often up to 108 µM), for the others: top-dose activity change, negative = inhibition, hits mostly inhibitors. actives 1.1% (n = 580,000); also: potency is read from the fitted curve at half-maximal effect; % is scaled to controls: 0 for no effect and ±100 for the full control effect
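Purified human 12hLO at 150 nM in 25 mM Hepes, 0.01% Triton X-100, pH 7.0, preincubated 15 min at room temperature with compound. Reaction started with 40 uM arachidonic acid, 30 min at room temperature. Hydroperoxide measured by Fe-xylenol orange, 573/405 nm absorbance ratio.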
* hit, by the source's call; i = inactive; ? = inconclusive; · = not tested or not shown; & = joins results of further samples; [ ] = dose if it differs, or a comment. Unless noted, calls follow the shape of the dose curve; as a rule, active = well fitted curve in the direction sought with a large enough effect; inconclusive = small, poorly fitted or top-dose-only effect, or another doubt; inactive = no such curve, though single readings can be large; an effect the other way counts as inactive or inconclusive. Only part of the results is shown; count on the stated rates, not on these rows.

SMILES | D2 antag | Vif-APOBEC3G blk | ERG-DNA inh | RGS4 inhibitor | LDHA block | Glioma ERSR ind | D2 agonist | Vif-A3F inh | ALOX12 inh
COc1ccc2[nH]c3c(=O)n(CCCC(=O)NC4CCC(C)CC4)c(=S)[nH]c3c2c1 (centres undefined) | 8 | 2% | 4% | -18% | -3 | -3% | 0.1 | -4% | -1%
CC1(C)Cc2nc3sc4c(=O)n(CC(=O)NCc5ccco5)cnc4c3cc2CO1 | 0 | ? | 7% | -30% | -4 | 1% | 0.2 | -1% | -7%
Cc1ccn(CC(=O)N2CCCC(N3CCN(c4cccc(Cl)c4)CC3)C2)n1 (centres undefined) | -11 | 0% | -6% | 0% | -5 | -1% | 2.3 | -11% | 16%
Cc1ccc(C)c(OCCC(=O)OCC(=O)NC2CCCC2)c1 | -8 | 1% | -12% | 7% | 2 | -5% | -0.2 | -9% | 21%
O=C(NNC(=O)c1cccc(S(=O)(=O)Nc2ccc(Cl)cc2)c1)c1ccc(=O)[nH]c1 | · | 1% | -13% | -29% | -1 | -6% | · | 1% | i
O=C(Cc1csc(-c2ccccc2)n1)Nc1ccc(C(F)(F)F)cc1 | -5 | 0% | · | 8% | -3 | 0% | 1.9 | -3% | ?
COCCN1CCC(CNCc2c(C(=O)N3CCCCC3)nc3c(C)cccn23)C1 (centres undefined) | -1 | -1% | 0% | 4% | 0 | -2% | 3.3 | -8% | 16%
NC(=O)c1ccccc1NC(=O)C1CCCN(c2ncnc3onc(-c4ccc(F)cc4)c23)C1 (centres undefined) | · | -1% | -8% | 2% | -9 | -4% | -0.6 | 5% | 1%
COc1ccc(NC(=O)CN2C(=O)NC(C)(c3ccc(C)cc3)C2=O)c([N+](=O)[O-])c1 (centres undefined) | 24 | 0% | -5% | 0% | 2 | 1% | 0.5 | 15% | 1%
COc1cc(CCC(=O)N2CCN(c3cccc(C)c3C)CC2)cc(OC)c1OC | -10 | 0% | 3% | -1% | 1 | 0% | 1.0 | 3% | ?
O=C(c1ccc2c(=O)n3c(nc2c1)CCCCC3)N1CCN(c2ccccc2)CC1 | -11 | -4% | 8% | -24% | -7 | -3% | -0.1 | -15% | 1%
Cc1[nH]n(-c2ccccc2)c(=O)c1C(C[N+](=O)[O-])c1ccccc1Cl (centres undefined) | 6 | -9% | -10% | -31%[11.4 µM] | -2 | 0% | 0.2 | 2% | -13%
CN1OC[C@@H]2CN[C@H](c3ccc(-c4ccc(C#N)cc4)cc3)C[C@@H]21 | · | -1% | · | · | -10 | -6% | · | -29% | -16%
CC(=O)c1cccc(-n2c(=O)c3c4c(sc3n(CC(=O)Nc3ccccc3F)c2=O)CN(C(C)=O)CC4)c1 | · | -2% | 5% | 17% | 1 | 1% | -0.7 | -13% | -21%
CN(C(=O)CSc1nnc(-c2n[nH]c3ccccc23)o1)c1ccccc1 | -14 | 5% | -4% | -12% | -6 | 5% | 1.2 | 1% | 2%
COc1cccc(C(=O)Nc2cccc(NC(=O)c3ccccc3Cl)c2)c1 | 2 | -7% | 19% | -14% | -13 | 1% | 2.4 | 0% | 8%
CCCCc1ccc(NC(=S)N2CCCC2)cc1 | -13 | 0% | -7% | -15% | 1 | 19% | -0.7 | -3% | 0%
COc1cccc(NC(=O)NCC2CCN(Cc3ccc(F)cc3)CC2)c1 | -45 | 0% | -5% | 4% | -4 | -2% | 1.3 | -10% | i
O=C(NCC1CCCO1)C12CN(Cc3ccccc3)CC1C(c1cccc([N+](=O)[O-])c1)=NO2 (centres undefined) | -37 | 2% | -2% | -11% | -12 | -5% | -1.0 | -1% | -58%
CCc1noc(C)c1C(=O)Nc1nc(-c2ccccc2)cs1 | 21 | -1% | -6% | -11% | -6 | 0% | -0.4 | -11% | -27%
Cc1ccc(S(=O)(=O)N(C)C)cc1NC(=O)[C@H](Cc1ccccc1)N1C(=O)c2ccccc2C1=O | 16 | 1% | 2% | 33% | -8 | -3% | -0.6 | 10% | -29%
CCn1c2ccccc2c2nnc(SCC(=O)Nc3ccccc3OC)nc21 | · | -1% | 2% | 1% | -3 | -3% | 0.2 | 1% | -23%
COc1ccc(NS(=O)(=O)c2cc(C(=O)N3CCC3)ccc2C)cc1 | 29 | -5% | -12% | -15% | -2 | -4% | 25 | 0% | 22%
CC1C(=O)OC(c2ccc(Br)cc2)C(C)(C)C1=O (centres undefined) | 2 | 1% | -3% | -16% | -1 | -2% | 0.2 | 2% | 11%
COc1cc2[nH]c(=S)n(Cc3ccc(C)cc3)c(=O)c2cc1OC | -2 | -2% | 1% | -3% | -10 | 0% | 0.1 | -13% | 3%
O=C(CN1CCN(S(=O)(=O)c2ccc(Cl)cc2)CC1)Nc1ccc(F)cc1F | 39* | 2% | -5% | -41%[11.4 µM] | -1 | -3% | 1.2 | 0% | ·
COCCn1nnnc1C(c1cc2cc(C)ccc2[nH]c1=O)N1CCN(C2CCCCC2)CC1 (centres undefined) | -14 | -2% | · | -4% | -1 | 10% | 0.7 | 0% | 1%
COc1ccc(-c2cc(C(=O)N3CCCC3)c3ccccc3n2)cc1OC | -19 | 2% | 13% | 16% | 1 | -2% | 0.9 | 2% | ?
CCOc1cccc(CN2CCCC(C(=O)Nc3ccc(-c4ccn[nH]4)cc3)C2)c1O (centres undefined) | -15 | 1% | -12% | 26% | 0 | 3% | 0.6 | -5% | 1%
O=C(CN1C(=O)CSC1=O)Nc1ccccc1N1CCOCC1 | 9 | -2% | 5% | -18% | -1 | -1% | 0.2 | 1% | -4%
Cc1ccsc1C(=O)NNC(=O)c1ccccc1F | · | 1% | -12% | -23% | 1 | -4% | · | 13% | 6%
Cc1ccc(N(CC(O)CN2CCCC2)S(=O)(=O)c2ccccc2)cc1 (centres undefined) | -19 | -1% | · | 29% | 1 | 2% | 0.1 | -10% | 22%
C=CCOc1cccc(CNn2cn[nH]c2=S)c1 | · | 2% | · | 10% | -10 | 0% | · | -1% | -27%
CCOc1ccccc1C(=O)NCC(=O)NCCCSc1ccccc1 | -9 | 3% | 4% | 16% | -4 | -3% | 0.3 | -3% | i
CCOc1ccc(OCC)c(NC(=O)c2nnn(Cc3cc(Br)ccc3OC)c2N)c1 | · | -11% | 7% | -6% | 0&-1 | -1% | 0.5 | -8% | 3%&0%
CC(C)c1ccc(Nc2nc(CC(=O)O)cs2)cc1 | -3 | -6% | -2% | -11% | 0 | 1% | -0.3 | -4% | ?
COc1ccc(OC)c(-c2cc(C(=O)Nc3c(C)nn(Cc4ccccc4C)c3C)no2)c1 | -5 | -1% | -2% | 2% | -5 | -2% | 0.6 | -10% | -23%
Cc1ccc(CSCCNS(=O)(=O)c2ccc(C)cc2)cc1 | 1 | -1% | 0% | -12% | 1 | -3% | -1.4 | -2% | ?
O=C(CCCn1c(SCC(=O)c2ccc(O)c(O)c2)nc2ccccc2c1=O)NCC1CCCO1 (centres undefined) | -28 | -6% | 2% | -17% | 24 | 3% | 2.7 | -4% | 1.8µM*
CCOc1cc(C(=O)Nc2ccon2)cc(OCC)c1OCC | -7 | 1% | -8% | -20% | 0 | -5% | -0.2 | -2% | 3%
Cc1ccc(Nc2ccc(C(N)=O)cc2[N+](=O)[O-])cc1C | -9 | -7% | -2% | -13% | 1 | 0% | 0.2 | -9% | 7%
Cc1cccc(Nc2c3c(nc4ccccc24)CCC3)c1 | -31 | 0% | -2% | -15% | 6&-3 | -5% | 0.4 | 5% | ?
COc1cc(NC(=O)Cn2cnc3c2c(=O)n(C)c(=O)n3C)c(OC)cc1Cl | · | 6% | -2% | 14% | -14 | -3% | -0.6 | 3% | -1%
Cn1cnc(S(=O)(=O)Nc2ccccc2C(=O)NCC2CC2)c1 | 1 | 1% | 9% | 20% | -4 | -3% | 0.7 | 3% | 2%
CCN(C(=O)Cn1c(=O)oc2cc(S(=O)(=O)N3CCCC3)ccc21)c1cccc(C)c1 | · | · | -1% | -18% | 0 | · | 1.1 | · | -23%
COC(=O)c1ccccc1NC(=O)CSc1n[nH]c(-c2ccncc2)n1 | 11 | 4% | 2% | -17% | 6 | -2% | 0.8 | 4% | 381%[activator]
CCOc1ccccc1NC(=O)C1=C(C)Nc2ncnn2C1c1ccc(C)o1 (centres undefined) | · | -1% | -14% | 0% | -10 | 0% | -1.3 | 4% | 2%
O=C1c2cccc3cccc(c23)C(=O)N1c1ccccc1Cl | -2 | -11% | 0% | -6% | 0 | -5% | 0.6 | 0% | ?
COc1ccc(NC(=O)CSc2nc3ccccc3c(=O)n2CCCC(=O)NCC2CCCO2)c(OC)c1 (centres undefined) | 4 | 2% | -6% | -5% | -5 | 1% | -1.3 | -2% | -12%
COC(=O)C1CCN(C(=O)c2cc(OC)c(OC)c(OC)c2)CC1 | · | 2% | · | -1% | -3 | -2% | · | -6% | 15%

Bioassay records as filed in PubChem.
